PGK inhibitor: T. brucei PGK inhibition; PGK/GAPDH coupled, Kinase-Glo luminescence, 60 min; Potency, µM (titrated, usually from 57.5 µM), for the others: top-dose activity change, negative = inhibition, actives largely listed as inhibitors; 380,000 tested, 0.043% active; note: potency is the fitted concentration of half-maximal effect; % is set by controls: 0 for no effect and ±100 for the full control effect; nearly all actives have a fitted effect of over 60% in size
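Luminescent ATP detection (Kinase-Glo Plus) follows a 60-minute room-temperature incubation, with wells lacking PGK as controls. Buffer: 100 mM TEA (pH 7.6), 5 mM MgCl2, 0.01% Tween-20. Coupling enzyme GAPDH (100 nM final) supplies unstable 1,3-BPG in-well.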
TrxR1 substrate: substrates of rat thioredoxin reductase 1; O89049; purified TrxR1 substrate turnover, NADPH consumption readout; Potency, µM (doses to about 114 µM), inactives show at the top dose activity change, negative = substrate turnover; 390,000 tested, 0.01% active; note: potency is the fitted concentration of half-maximal effect; % is set by controls: 0 for no effect and ±100 for the full control effect; nearly all actives have a fitted effect of over 50% in size
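Rat TrxR1, dispensed at 90 nM, was prereduced with 400 uM NADPH (final) for 5 min at ~22 deg C, then incubated with compound 15 min before 400 uM selenite. A first-read NADPH fluorescence drop versus no-compound background flagged substrates.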
Pin1 inhibitor: blocks the human prolyl isomerase Pin1; Pin1 FP peptide displacement, HiFluor488, 10 min; Q13526; 390,000 tested, 0.009% active; Potency, µM (titrated, usually from 115 µM), for the others: top-dose activity, negative = inhibition, actives largely listed as inhibitors; active = well fitted inhibition curve with a large enough effect in the polarisation, with a control signal flat, not every such curve was filed as active; inconclusive = small, poorly fitted or top-dose-only effect, or effect the other way, or a change in a side signal; inactive = no such curve, though single readings can be large or run the other way; the % refers to the polarisation; note: potency is the fitted concentration of half-maximal effect; % is set by controls: 0 for no effect and ±100 for the full control effect
GLS inh: blocks human kidney-isoform glutaminase activity; 410,000 tested, 0.21% active; GLS enzymatic activity, qHTS titration; O94925; Potency, µM (titrated, usually from 45.5 µM), without a hit: at the top dose activity change, negative = inhibition, usual class: inhibitors; note: potency is the fitted concentration of half-maximal effect; % is set by controls: 0 for no effect and ±100 for the full control effect
Target sequence (O94925 whole entry, looked up, canonical isoform): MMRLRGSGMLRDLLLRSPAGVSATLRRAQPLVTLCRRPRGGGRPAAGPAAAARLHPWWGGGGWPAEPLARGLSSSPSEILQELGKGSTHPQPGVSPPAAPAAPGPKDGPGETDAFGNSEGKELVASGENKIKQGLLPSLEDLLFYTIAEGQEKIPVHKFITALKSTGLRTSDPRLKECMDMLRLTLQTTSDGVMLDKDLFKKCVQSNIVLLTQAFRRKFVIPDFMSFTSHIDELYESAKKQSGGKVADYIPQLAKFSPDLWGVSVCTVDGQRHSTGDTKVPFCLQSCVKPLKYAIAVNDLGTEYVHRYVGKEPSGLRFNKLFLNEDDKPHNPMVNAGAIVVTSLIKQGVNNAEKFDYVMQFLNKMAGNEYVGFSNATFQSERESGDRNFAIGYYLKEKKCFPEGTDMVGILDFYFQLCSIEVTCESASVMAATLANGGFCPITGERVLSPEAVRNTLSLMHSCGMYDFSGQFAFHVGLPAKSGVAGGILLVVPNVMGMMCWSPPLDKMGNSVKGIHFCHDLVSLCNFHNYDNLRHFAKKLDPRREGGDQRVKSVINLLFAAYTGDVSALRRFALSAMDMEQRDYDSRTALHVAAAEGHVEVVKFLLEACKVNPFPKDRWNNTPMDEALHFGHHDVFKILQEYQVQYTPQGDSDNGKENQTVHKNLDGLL
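Human kidney-isoform GLS in 45 mM KH2PO4 pH 8.2, 0.02% Tween-20, with compound, started with 1mM L-Glutamine (added stock). Glutamate oxidase/HRP/Amplex red coupled fluorescence read at start and after 30 min at RT.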
mIDH1 inhibitor: inhibitors of human mutant IDH1 R132H; AID 602179; 390,000 tested, 0.093% active; O75874; Potency, µM (top dose mostly 76.6 µM), for the others: at the top dose activity change, negative = inhibition, most hits filed as inhibitors; IDH1-R132H enzyme, NADPH consumption, diaphorase/resazurin fluorescence; note: potency is the fitted concentration of half-maximal effect; % is set by controls: 0 for no effect and ±100 for the full control effect; nearly all actives have a fitted effect of over 65% in size
Target sequence (O75874 whole entry R132H, stated change not applied): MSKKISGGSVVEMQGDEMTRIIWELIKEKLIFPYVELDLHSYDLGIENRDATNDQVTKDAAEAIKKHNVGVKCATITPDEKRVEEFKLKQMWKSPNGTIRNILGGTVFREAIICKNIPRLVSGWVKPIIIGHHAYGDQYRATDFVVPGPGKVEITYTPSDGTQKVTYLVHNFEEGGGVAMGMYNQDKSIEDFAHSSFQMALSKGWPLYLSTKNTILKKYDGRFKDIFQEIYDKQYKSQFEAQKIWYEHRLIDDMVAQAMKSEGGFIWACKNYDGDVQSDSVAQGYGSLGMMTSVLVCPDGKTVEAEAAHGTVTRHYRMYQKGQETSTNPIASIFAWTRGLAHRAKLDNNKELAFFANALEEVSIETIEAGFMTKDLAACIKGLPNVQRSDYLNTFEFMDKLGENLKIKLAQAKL
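IDH1-R132H (0.5 ug/mL) preincubated 30 min with compound, then NADPH (0.016 mM) and alpha-KG (2 mM) added; 80 min at RT, pH 7.5. Remaining NADPH coupled via diaphorase/resazurin to fluorescence (540/590 nm); concentration-response curves normalized to no-enzyme control.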
HP1b chromo inh: blocks HP1-beta chromodomain binding to methylated histone tails | AlphaScreen HP1-beta / biotin-H3K9me3 peptide binding | 390,000 tested, 0.56% active | P83916 | Potency, µM (doses to about 114 µM), for inactives: at the top dose activity change, negative = inhibition, actives largely listed as inhibitors; note: potency is the fitted concentration of half-maximal effect; nearly all actives have a fitted effect of over 70% in size; inactives centre near 23
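Compound inhibition of the preformed complex between 50 nM HP1-beta and 50 nM biotinylated H3K9me3 peptide was read by AlphaScreen. Buffer was PBS pH 7.4 with 0.01% Tween-20. Incubations ran 30 min at room temperature, with 10 ug/mL donor/acceptor beads.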
USP1 inh: inhibitors of human USP1/UAF1 deubiquitinase; AID 743255; Potency, µM (series often up to 57.1 µM), for inactives: at the top dose activity change, negative = inhibition, most hits filed as inhibitors; O94782; 390,000 tested, 0.23% active; recombinant USP1/UAF1, Ub-Rhodamine cleavage fluorescence; note: potency is the fitted concentration of half-maximal effect; % is set by controls: 0 for no effect and ±100 for the full control effect; nearly all actives have a fitted effect of over 60% in size; inactives centre near -12
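Step one: compound is pinned into 1nM USP1/UAF1 in HEPES pH 7.8 buffer with TCEP. Step two: 15 min room-temperature incubation. Step three: Ub-Rho (150nM final) starts cleavage, tracked by fluorescence over six one-minute reads.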
PI4K2A block: inhibitors of human PI4K2A; Q9BTU6; AID 1346378; 420,000 tested, 0.13% active; activity change, negative = inhibition, % at 76.9 µM; purified PI4K2A, ADP-Glo luminescence, 1 h; active compounds read low; in the data active = activity change below about -50%; inconclusive = mostly about -30% to -49%;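 note: -100% = wells without enzyme as full effect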
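PI4K2A activity was measured by ADP-Glo luminescence: enzyme (4 ug/mL stock) and phosphatidylinositol (1.2 mM stock) in Tris pH 7.5/MgCl2/EGTA/Triton X-100 buffer were reacted with ATP (300 microM stock) for one hour at ambient temperature.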
rTrxR1 inhibitor: inhibitors of rat thioredoxin reductase 1 | 390,000 tested, 1% active | recombinant rTrxR1, NADPH fluorescence consumption, selenite substrate | AID 588453 | O89049 | Potency, µM (titrated, usually from 114 µM), inactives show at the highest dose activity change, negative = inhibition, usual class: inhibitors; note: potency is the fitted concentration of half-maximal effect; % is set by controls: 0 for no effect and ±100 for the full control effect; nearly all actives have a fitted effect of over 65% in size
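Rat TrxR1 (90 nM in the dispensed reagent) was pre-reduced with 400 uM NADPH for 5 min at room temperature, then incubated with compound for 15 min. After 400 uM selenite was added, NADPH fluorescence (Ex 340/Em 450 nm) was followed for 8 min.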
An asterisk follows results filed as active; i = inactive; ? = inconclusive; [ ] = another dose, or the depositor's remark. Unless noted, calls come from the whole dose curve; as a rule, active = well fitted curve in the direction sought with a large enough effect; inconclusive = small, poorly fitted or top-dose-only effect, or another doubt; inactive = no such curve, though single readings can be large; an effect the other way counts as inactive or inconclusive. This is a subset; the hit share may differ from the screen's.

SMILES	PGK inhibitor	TrxR1 substrate	Pin1 inhibitor	GLS inh	mIDH1 inhibitor	HP1b chromo inh	USP1 inh	PI4K2A block	rTrxR1 inhibitor
CCOc1nc(C)nc(NC(=O)NS(=O)(=O)c2ccccc2Cl)n1	-10%	1%	-1%	7%	3%	42%[activator]	-12%	-4	26%
Cn1c(SCC(=O)O)nnc1C1CCCCC1	8%	6%[57.1 µM]	?	2%	4%	27%	-3%	3	15%[57.1 µM]
O=C(O)CCN1C(=O)/C(=C\c2ccncc2)SC1=S	i	-13%	-1%	3%	9%	33%	-23%	1	-2%
CN1CCN(C(=O)c2cc(COc3ccccc3)on2)[C@@H](c2ccccc2)C1	0%	-6%	1%	-10%	0%	28%	-16%	5	-9%
COc1cc(CNc2ccc3[nH]c(=O)[nH]c3c2)cc(Br)c1OCC(=O)NC(C)(C)C	-3%	2%	-1%	31%	11%	-36%	-3%	4	-20%
Cc1cc(Cl)c(S(=O)(=O)NCc2ccccc2)cc1OCC(N)=O	-9%	-6%	1%	1%	-4%	16%	-11%	2	-11%
CCN(CC)S(=O)(=O)c1ccc(-c2nnc(SC)o2)cc1	-13%	2%[57.1 µM]	-4%	?	2%	33%	-12%	3	12%[57.1 µM]
COc1ccc(-n2c(C)c(C(C)=O)c(C(C)=O)c2C)cc1OC	i	-26%[57.1 µM]	1%	6%	0%	22%	-6%	0	-8%[57.1 µM]
O=CN(/C=C1\Sc2ccccc2C1=O)Cc1ccccc1	1%	-6%	2%	24%	0%	28%	-37%	-3	-8%
O=C1CC(N2CCN(Cc3ccc4c(c3)OCO4)CC2)C(=O)N1Cc1ccc(N2CCCC2=O)cc1 (centres undefined)	-9%	3%	-12%	-8%	9%	27%	-15%	-2	9%

The final 4 entries of the part before come first, to join the parts.
SMILES	PGK inhibitor	TrxR1 substrate	Pin1 inhibitor	GLS inh	mIDH1 inhibitor	HP1b chromo inh	USP1 inh	PI4K2A block	rTrxR1 inhibitor
CCN(CC)S(=O)(=O)c1ccc(-c2nnc(SC)o2)cc1	-13%	2%[57.1 µM]	-4%	?	2%	33%	-12%	3	12%[57.1 µM]
COc1ccc(-n2c(C)c(C(C)=O)c(C(C)=O)c2C)cc1OC	i	-26%[57.1 µM]	1%	6%	0%	22%	-6%	0	-8%[57.1 µM]
O=CN(/C=C1\Sc2ccccc2C1=O)Cc1ccccc1	1%	-6%	2%	24%	0%	28%	-37%	-3	-8%
O=C1CC(N2CCN(Cc3ccc4c(c3)OCO4)CC2)C(=O)N1Cc1ccc(N2CCCC2=O)cc1 (centres undefined)	-9%	3%	-12%	-8%	9%	27%	-15%	-2	9%
CCOC(=O)C(NC(=O)c1ccccc1)=C1CCCCC1	-3%	14%[57.1 µM]	-1%	10%	4%	31%	-11%	-5	20%[57.1 µM]
Fc1ccc(C2CCCCN2Cc2nc(CC3CC3)no2)cc1 (centres undefined)	5%	8%[57.1 µM]	21%	4%	6%	97%[activator]	-25%	5	10%[57.1 µM]
O=C(CNC(=O)C12CC3CC(CC(C3)C1)C2)OCc1ccc(F)cc1Cl	i	-4%	?	-5%	13%	47%[activator]	-6%	3	-4%
C=CCn1c(O)c(N=NC(=O)c2cccnc2)c2cc(Br)ccc21	-7%	-5%	-8%	2%	4%	18%	-17%	10	4%
O=C(/C=C/c1ccc(Cl)c(Cl)c1)n1cccn1	-3%	-9%	0%	0%	10%	15%	-6%	24	-24%
C#CCNC(=O)C1=C[C@@H](c2ccc(Br)cc2)C[C@@H](OCc2ccc(CO)cc2)O1	-9%	3%	18%	11%	3%	11%	-24%	-2	10%
O=S(=O)(Nc1cccc(S(=O)(=O)N2CCCC2)c1)c1ccc(F)cc1	2%	1%	6%	5%	2%	44%[activator]	-22%	0	12%
CC(C)N(CCC#N)C(=O)Nc1ccc2c(c1)CCO2	1%	4%[57.1 µM]	-1%	1%	4%	6%	-7%	3	3%[57.1 µM]
COc1cc(OC)c(NC(=O)CCNC(=O)Cn2cnc3ccccc3c2=O)cc1Cl	2%	9%[57.1 µM]	1%	?	9%	-20%	2%	2	-18%
CCc1c(C2(O)CCCCC2)[nH]c2ccc(C(=O)OC)cc12	-8%	-1%	5%	-3%	-12%	7%	-20%	1	0%
COc1ccc(NC(=O)C(=O)Nc2cccc3cccnc23)cc1OC	9%	3%	-2%	-5%	-16%	34%	-9%	3	20%
CCOC(=O)C1=C(C)OC(N)=C(C#N)C1c1cc2ccccc2nc1N1CCCCC1 (centres undefined)	i	15%	?	5%	5%	66%[activator]	-15%	-1	?
COc1ccc(/C=C/C(=O)c2ccncc2)c2ccccc12	-3%	-5%	?	5%	0%	38%	?	7	-35%
CCc1ccccc1N(C)S(=O)(=O)c1ccc2c(c1)C(C)(C)C(=O)N2C	-5%	3%[57.1 µM]	-2%	1%	11%	17%	-14%	-2	10%[57.1 µM]
O=C(CCNC(=O)C1CCN(S(=O)(=O)c2ccccc2)CC1)Nc1ccccc1	-3%	0%	-5%	-18%	2%	42%[activator]	-20%	-3	7%
COc1ccc(C(=O)CN2C(=O)NC3(CCc4ccccc43)C2=O)cc1 (centres undefined)	-9%	1%	1%	-15%	5%	27%	-17%	8	9%
CN(CC(=O)Nc1cccc(F)c1)CC(=O)Nc1ccccc1-c1ccccc1	-8%	-1%	-11%	-6%	-1%	39%[activator]	-7%	-5	20%
CCN1C(=O)/C(=C/N(C(C)=O)c2ccccc2)N(c2ccccc2)C1=S	-5%	-10%	3%	-11%	1%	18%	-20%	15	-32%
CC(C)c1nc(CNC(=O)c2cc(COc3c(F)cccc3F)on2)cs1	-2%	3%[57.1 µM]	1%	-14%	0%	27%	-3%	2	24%[57.1 µM]
O=C(COC(=O)c1ccc([N+](=O)[O-])s1)NCc1ccccc1	i	0%	-3%	-8%	2%	23%	-20%	-3	-34%
CCN(CC)Cc1c(O)ccc2c(=O)c(-c3ccccc3Cl)coc12	9%	176%[activator]	-3%	3%	-3%	14%	-10%	-3	0%
CC(C)(C)OC(=O)N1CCCC(C(=O)Nc2cccc(C(=O)N3CCOCC3)c2)C1 (centres undefined)	-3%	0%	-1%	14%	-1%[38.3 µM]	32%	-6%	-5	24%
O=C(NCc1nnc(SCC(=O)N2CCOCC2)o1)c1ccccc1F	-9%	4%	0%	-3%	0%	59%[activator]	-24%	1	9%
CN(C(=O)c1cccc(NC(=O)Cc2ccc(NC(=O)C3CCCN(C(=O)C4CC4)C3)cc2)c1)C1CCCCC1 (centres undefined)	-14%	-2%	1%	-1%	1%[38.3 µM]	10%	-11%	2	16%
OCCC1CN(Cc2cccn2-c2cccnc2)CCN1C1CCCCC1 (centres undefined)	-1%	-3%	0%	5%	2%	11%[57 µM]	-10%	-2	4%
Cc1ccc2[nH]c(=O)c(CN(CCN3CCOCC3)C(=O)Nc3ccc(F)cc3)cc2c1	-6%	0%	4%	1%	-1%	4%	-17%	-7	?
COc1ccc(OCC(=O)N2CCN(c3nnc(-c4ccc(C)cc4)c4ccccc34)CC2)cc1	-2%	-10%	?	-7%	-4%	-8%	-11%	-4	-1%[57.1 µM]
COc1ccc(OC)c(NC(=O)COC(=O)/C=C/c2ccccc2Cl)c1	2%	5%	-5%	-2%	2%	27%	-19%	-3	12%
CCC(=O)NCCC(c1ccco1)c1ccccc1OC (centres undefined)	i	-5%[57.1 µM]	17%	-3%	10%	41%	-17%	-7	-66%
Cc1nn(Cc2ccccc2Cl)c(C)c1NC(=O)c1cc(-c2ccc(F)cc2)on1	6%	8%[57.1 µM]	5%	1%	5%	28%	3%	2	-27%

3 entries from above, with two lines to a compound:
Order of results – PGK inhibitor, TrxR1 substrate, Pin1 inhibitor, GLS inh, mIDH1 inhibitor, HP1b chromo inh, USP1 inh, PI4K2A block, rTrxR1 inhibitor
CCN(CC)Cc1c(O)ccc2c(=O)c(-c3ccccc3Cl)coc12
    9%, 176%[activator], -3%, 3%, -3%, 14%, -10%, -3, 0%
CC(C)(C)OC(=O)N1CCCC(C(=O)Nc2cccc(C(=O)N3CCOCC3)c2)C1 (centres undefined)
    -3%, 0%, -1%, 14%, -1%[38.3 µM], 32%, -6%, -5, 24%
O=C(NCc1nnc(SCC(=O)N2CCOCC2)o1)c1ccccc1F
    -9%, 4%, 0%, -3%, 0%, 59%[activator], -24%, 1, 9%

Next part.
SMILES	PGK inhibitor	TrxR1 substrate	Pin1 inhibitor	GLS inh	mIDH1 inhibitor	HP1b chromo inh	USP1 inh	PI4K2A block	rTrxR1 inhibitor
O=C(NCCc1ccc(Cl)cc1)c1n[nH]c2ccccc12	-14%	6%	2%	0%	12%	49%[activator]	-10%	-4	18%
Cc1ccccc1NC1=C/C(=N\S(=O)(=O)c2ccc(C(=O)O)cc2)c2ccccc2C1=O	-6%	-6%[57.1 µM]	?	3%	21%	45µM*	1.3µM*	?	5%[57.1 µM]
CC12C=CC3(O1)C(C(=O)N(c1cccnc1)C3C(=O)NC1CCCCC1)C2C(=O)Nc1ccccc1 (centres undefined)	-4%	2%[57.1 µM]	1%	17%	-10%	15%	1%	1	7%[57.1 µM]
CNC(=S)N(Cc1cc2ccc(OC)cc2[nH]c1=O)CC1CCCO1 (centres undefined)	5%	-8%	-1%	1%	1%	13%	-13%	-3	13%[57.1 µM]
Cc1ccc(-n2ncc3c(=O)n(CC(=O)N(C)C)cnc32)cc1C	i	6%	-3%	-5%	-12%	27%	-17%	1	10%

High-throughput results from PubChem.
